CHO-K1 Ca antag = M1 antagonist counterscreen hit in parental CHO-K1 cells; inhibition, % at 3 µM; hit rate 0.6% among 360,000; ATP-induced calcium, Fluo-8 fluorescence; AID 602250;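 active means inhibition above a per-plate cutoff, the plate's mean sample inhibition plus 3 SD, cut at about 24% in these data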;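 further: 0% = DMSO plus EC80 ATP and 100% = DMSO alone without ATP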
M1 antag = antagonists of human M1 muscarinic receptor; CHO-K1 hM1, Fluo-8 calcium fluorescence, ACh EC80 antagonist; inhibition, % at 3 µM; hit rate 1.3% among 360,000; AID 588852;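 active means percent inhibition above its own plate's cutoff, namely the mean of that plate's compound wells plus 3 SD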;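 further: peak over basal fluorescence ratio during 140 s after agonist addition; 0% = ACh EC80 plus DMSO and 100% = DMSO alone without agonist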
CHO parental Ca = counter-screen for OX1R antagonists: effect in parental CHO cells; hit rate 0.63% among 330,000; AID 463079; parental CHO-K1, ATP-induced calcium, Fluo-8 fluorescence; inhibition, % at 5.6 µM;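 active means inhibition above that plate's mean sample inhibition plus 3 SD, cut at about 26% in these data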;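 further: 0% = ATP-challenged DMSO wells and 100% = DMSO wells without ATP; some compounds past the cut are filed as inactive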
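Assay system – parental CHO cells · Reagent – ATP stimulus · Detection – intracellular calcium via Fluo-8 no-wash fluorescent dye · Evaluation – percent inhibition of ATP-evoked calcium rise, normalized to controls · Controls – ATP wells versus no-ATP DMSO wells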
OXTR potentiator = potentiators of human oxytocin receptor | CHO-OTR cells, Fluo-8 calcium fluorescence, potentiator mode; 0% = oxytocin EC15, 100% = EC100 | AID 2445 | hit rate 0.061% among 320,000 | activation, % at 3 µM | P30559;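 active means activation above that plate's cutoff, the mean activation of tested compounds plus 3 SD, cut at about 6.6% in these data, passing the limit was not always enough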;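 further: 100% uses oxytocin at 75 nM as the full agonist control; some results filed as inactive read as strong as hits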
Target sequence (P30559 whole entry, looked up): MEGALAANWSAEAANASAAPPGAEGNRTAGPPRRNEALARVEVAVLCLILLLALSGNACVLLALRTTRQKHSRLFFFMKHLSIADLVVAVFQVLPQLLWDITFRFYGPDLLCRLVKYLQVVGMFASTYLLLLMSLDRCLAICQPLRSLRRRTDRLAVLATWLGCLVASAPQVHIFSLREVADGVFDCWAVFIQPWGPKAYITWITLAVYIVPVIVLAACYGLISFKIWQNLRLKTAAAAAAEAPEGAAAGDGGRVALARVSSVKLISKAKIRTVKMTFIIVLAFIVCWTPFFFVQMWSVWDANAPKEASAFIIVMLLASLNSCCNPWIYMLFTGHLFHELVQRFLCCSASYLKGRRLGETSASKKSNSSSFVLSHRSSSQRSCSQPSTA
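Dosing: Single dose, 3.0 µM nominal final compound concentration | Material: Human OTR in CHO cells | Technique: Kinetic Fluo-8 calcium fluorescence | Benchmarks: EC15 oxytocin alone as 0%, 75 nM oxytocin as 100% | Probe or stimulus: Oxytocin at about EC15, sub-maximal agonist stimulus | Incubation: Compound 6 min at room temperature before oxytocin, 100 s read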
CHRM4 antagonist = antagonists of human muscarinic M4 receptor (CHRM4) | CHO-hM4 cells, ACh EC80, Fluo-8 calcium fluorescence | inhibition, % at 3 µM | hit rate 0.73% among 360,000;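 active means inhibition above its plate's cutoff, the mean inhibition of sample wells plus 3 SD, cut at about 27% in these data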;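 further: 0% = acetylcholine EC80 with DMSO and 100% = DMSO without agonist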
Target sequence (P08173 whole entry, looked up): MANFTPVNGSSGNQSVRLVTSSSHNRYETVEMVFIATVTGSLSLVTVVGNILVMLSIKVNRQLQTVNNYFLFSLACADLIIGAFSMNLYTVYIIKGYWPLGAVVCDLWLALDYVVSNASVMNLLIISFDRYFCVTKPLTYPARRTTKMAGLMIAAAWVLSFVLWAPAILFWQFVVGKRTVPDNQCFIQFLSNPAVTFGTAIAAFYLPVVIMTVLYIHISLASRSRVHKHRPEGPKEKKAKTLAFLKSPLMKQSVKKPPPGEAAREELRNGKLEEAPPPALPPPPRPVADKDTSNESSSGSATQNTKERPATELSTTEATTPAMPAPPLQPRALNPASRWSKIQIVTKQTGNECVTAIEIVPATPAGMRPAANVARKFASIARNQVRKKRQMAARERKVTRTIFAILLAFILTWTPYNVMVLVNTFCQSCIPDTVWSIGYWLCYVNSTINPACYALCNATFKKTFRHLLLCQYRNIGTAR
M4 ag = agonists of human muscarinic M4 receptor (CHRM4) | activation, % at 3 µM | CHO-K1 hM4/Gqi5, Fluo-8 calcium fluorescence; vehicle 0%, full acetylcholine response 100% | hit rate 0.14% among 360,000 | P08173;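 active means activation above the run mean over all test wells plus 3 SD, cut at about 32% in these data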;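 further: peak over basal fluorescence ratio per well then scaled between controls; 0% = DMSO wells and 100% = acetylcholine at EC100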
CHRM1 agonist = agonists of human M1 muscarinic receptor. CHO-K1 hM1, Fluo-8 calcium fluorescence, agonist mode; 0% DMSO, 100% acetylcholine EC100. hit rate 0.33% among 360,000. P11229. activation, % at 3 µM;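 active means activation above the run's mean compound activation plus 3 SD, cut at about 16% in these data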;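 further: peak over basal fluorescence ratio within a 140 s kinetic read after compound addition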
M1 ag parental = M1 agonist counterscreen hit in parental CHO-K1 cells | Fluo-8 calcium fluorescence; scaled to maximal ATP response, vehicle zero | activation, % at 3 µM | hit rate 0.48% among 360,000 | AID 602248; in the data active means activation above about 15%;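 further: untransfected CHO-K1 host cells lacking M1 receptor as counterscreen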
M1 PAM = positive allosteric modulators of human M1 muscarinic receptor | P11229 | CHO-K1 hM1, Fluo-8 calcium fluorescence, ACh EC20; 0% = ACh EC20, 100% = maximal ACh | activation, % at 3 µM | hit rate 0.088% among 360,000 | AID 588819; in the data active means activation above about 19%, passing the limit was not always enough
Numbers without * were called inactive; . = no result given.

1. CCOC(=O)NC(=O)CSc1nnc(SCCC(=O)O)s1
2. CN1C(=O)/C(=C/c2ccccc2OCc2ccccc2)NC1=S
3. O=C(CCn1c(=O)c2cccn2c2cccnc21)NCCCN1CCN(c2ccc(F)cc2)CC1
4. COC(=O)C1=C(C)N(Cc2ccccc2)C(=NCCc2ccccn2)N[C@H]1c1cccc(C(F)(F)F)c1
5. CCOC(=O)N/N=C(\C)c1cccs1
6. CCN1CCN(c2c(Cl)cccc2NC(=O)c2ccc3c(c2)OCCO3)CC1
7. COc1cc(C2NC(=S)NC(C)=C2C(=O)Nc2ccc(C)cc2)ccc1O (stereo not given)
8. CCOc1ccc(CN(C)C(=O)c2ccc3c(c2)NC(=O)C(C)S3)cc1OC (stereo not given)
9. O=C(NC1CCCCC1)c1cc(S(=O)(=O)N2CCN(c3ccccc3)CC2)ccc1Cl
10. CNC(=O)c1cc(C(=O)c2ccccc2C(F)(F)F)c[nH]1
assay / entry	1	2	3	4	5	6	7	8	9	10
CHO-K1 Ca antag	-2	-12	-9	-2	-2	0	-5	-14	-13	1
M1 antag	-10	29	6	3	2	-2	2	3	-18	-2
CHO parental Ca	-3	-14	.	0	1	-13	-10	-25	-12	1
OXTR potentiator	-6	-7	.	-7	-9	-4	1	-9	-10	-15
CHRM4 antagonist	-1	12	9	5	-3	7	4	-1	-5	-3
M4 ag	0	-2	1	6	0	1	2	15	0	3
CHRM1 agonist	-4	-12	-9	-4	-10	-5	-7	-1	0	-3
M1 ag parental	0.3	0.1	0.2	6.9	0.8	0.6	1.3	9.7	0.6	3.1
M1 PAM	7	-24	-1	11	12	6	6	-3	10	4

11. CCOC(=O)CSc1nc(N)c(C#N)c(-c2ccc(OC)cc2)c1C#N
12. O=C(NNC(=O)c1oc2ccccc2c1-n1cccc1)c1ccco1
13. CC(C)C[C@H]1CNC(=O)C(=O)N1C[C@@H]1CCCN1C[C@H](Cc1ccc(O)cc1)N1C[C@H](Cc2ccccc2)N(CC2CCCCCC2)C(=O)C1=O
14. O=C(COc1ccccc1)Nc1cccc(-c2nn[nH]n2)c1
15. O=C(O)C1(c2ccccc2)CCN(S(=O)(=O)c2ccc(Cl)cc2)CC1
16. Cc1ccccc1C(=O)N1CCC(C(=O)OCC(=O)Nc2cccc([N+](=O)[O-])c2C)CC1
17. Cn1c2c(c(=O)n(C)c1=O)C(C(F)(F)F)(C(F)(F)F)N=C(C1CCCCC1)N2
18. COc1ccc(S(=O)(=O)NCCCN2CCCC2=O)c(OC)c1
19. O=C(Cn1c(-c2ccco2)nc2ccccc21)N1CCCCC1
20. COc1ccc(/C=C/c2ccc3c(Br)ccc(O)c3n2)cc1
assay / entry	11	12	13	14	15	16	17	18	19	20
CHO-K1 Ca antag	-4	-6	-13	1	-5	-16	-13	-11	2	1
M1 antag	-20	0	.	-12	-15	-8	2	-19	-2	-7
CHO parental Ca	8	-5	.	-3	-6	-13	-3	-4	-12	6
OXTR potentiator	-20	-5	.	-10	-1	-10	-1	-6	-16	-2
CHRM4 antagonist	1	2	4	-6	5	-16	6	-10	-7	2
M4 ag	6	3	1	1	0	7	12	2	1	2
CHRM1 agonist	-2	1	.	-3	-3	-1	-6	-1	-3	-3
M1 ag parental	1.5	0.1	0.6	1.1	0.6	4.5	5.5	1.1	0.3	1.0
M1 PAM	0	5	.	7	10	0	-5	16	4	11

5 compounds out of the list above, sorted by the value under CHRM4 antagonist, largest number first.
| No. | Molecule | CHRM4 antagonist |
| --- | --- | --- |
| 2 | CN1C(=O)/C(=C/c2ccccc2OCc2ccccc2)NC1=S | 12 |
| 12 | O=C(NNC(=O)c1oc2ccccc2c1-n1cccc1)c1ccco1 | 2 |
| 5 | CCOC(=O)N/N=C(\C)c1cccs1 | -3 |
| 9 | O=C(NC1CCCCC1)c1cc(S(=O)(=O)N2CCN(c3ccccc3)CC2)ccc1Cl | -5 |
| 16 | Cc1ccccc1C(=O)N1CCC(C(=O)OCC(=O)Nc2cccc([N+](=O)[O-])c2C)CC1 | -16 |

(listing goes on)
21. O=C(O)CCCN1C(=O)/C(=C\c2ccc(-c3nc4ccccc4s3)o2)SC1=S
22. Cn1cc(/C=C/c2nc3ccccc3c(=O)n2-c2cccc([N+](=O)[O-])c2)c2ccccc21
23. O=C(NCc1ccccc1)NC(=O)c1ccncc1
24. O=C(CCC(=O)Nc1ccccc1)N/N=C/c1ccccc1F
25. O=C1c2ccccc2C(=O)N1c1n[nH]c(CCc2ccccc2)n1
26. CSc1ccc(-c2ccco2)nn1
27. CC1CCCN(S(=O)(=O)c2ccc(C(=O)Nc3nnc(C4CC4)o3)cc2)C1 (stereo not given)
28. COc1cccc2sc(N(CCCN(C)C)C(=O)c3ccc(S(=O)(=O)N4CCc5ccccc5C4)cc3)nc12
29. C=CCNC(=S)N1CCc2[nH]c3ccccc3c2C1
30. COc1ccc(N2CCN(C(=O)CSc3nc4nc(C)cc(C)n4n3)CC2)cc1
assay / entry	21	22	23	24	25	26	27	28	29	30
CHO-K1 Ca antag	-1	-6	-4	-6	9	-11	25*	-11	4	-9
M1 antag	1	-5	-8	-6	-8	-2	1	-20	-1	10
CHO parental Ca	-9	-14	4	-8	-13	1	-19	-32	-5	-9
OXTR potentiator	-16	-8	0	2	2	-18	-5	-8	1	7
CHRM4 antagonist	8	-3	-2	3	2	-4	-4	-6	10	4
M4 ag	1	2	1	1	3	-1	0	11	1	2
CHRM1 agonist	-2	-7	-5	-9	-2	-3	-2	-2	2	-6
M1 ag parental	0.2	0.8	0.9	0.7	-0.2	0.1	4.6	7.5	0.5	1.2
M1 PAM	3	4	7	11	3	5	3	9	-1	2

31. COc1ccc(CCNC(=O)Cn2c(=O)[nH]c3ccsc3c2=O)cc1OC
32. Cn1cc(C(=O)C(=O)NCCc2ccccc2)c2ccccc21
33. O=C(c1oc(=O)c2ccccc2c1-c1ccccc1)N1CCC(O)CC1
34. COc1ccccc1S(=O)(=O)Cc1ccc(C(=O)NCc2cccs2)o1
35. O=c1[nH]ncc(N/N=C\c2ccc(O)cc2O)c1Cl
36. Cc1ccc(-n2nc3c(N4CCC(C(=O)N5CCN(C)CC5)CC4)nnc(C)c3c2C)cc1
37. CCc1ccc(Nc2nnc(SCC(=O)c3c(N)n(C4CC4)c(=O)[nH]c3=O)s2)cc1
38. CC12CCC(=O)N1C(C(=O)O)Cc1c2[nH]c2ccccc12 (stereo not given)
39. CN(C)S(=O)(=O)c1ccc(C(=O)NCCC(=O)N2CCCC2)cc1
40. O=C(NC1CCCN(Cc2ccc(Cl)cc2)C1)c1cnc2ccccn2c1=O (stereo not given)
assay / entry	31	32	33	34	35	36	37	38	39	40
CHO-K1 Ca antag	5	-15	13	-9	-7	0	-7	-2	9	-12
M1 antag	-10	-13	-4	-6	-12	-5	5	-32	5	-7
CHO parental Ca	-5	.	-13	-11	-8	-19	-16	-8	-12	-24
OXTR potentiator	-1	.	4	-8	3	-4	-2	0	-8	-8
CHRM4 antagonist	6	-2	-15	3	-8	11	-10	-1	-4	-12
M4 ag	1	3	3	1	1	-1	0	0	0	5
CHRM1 agonist	-4	-5	-5	-2	-7	-5	-3	-2	-4	-6
M1 ag parental	0.2	1.9	-0.3	0.3	0.1	-0.8	0.0	-0.4	-0.1	1.4
M1 PAM	5	9	9	8	13	0	2	8	-7	-2

One compound at a time, as listed above. Screens in order: CHO-K1 Ca antag, M1 antag, CHO parental Ca, OXTR potentiator, CHRM4 antagonist, M4 ag, CHRM1 agonist, M1 ag parental, M1 PAM
`Cn1cc(C(=O)C(=O)NCCc2ccccc2)c2ccccc21` in the list: -15, -13, ., ., -2, 3, -5, 1.9, 9
`CN(C)S(=O)(=O)c1ccc(C(=O)NCCC(=O)N2CCCC2)cc1` in the list: 9, 5, -12, -8, -4, 0, -4, -0.1, -7
`O=C(NC1CCCN(Cc2ccc(Cl)cc2)C1)c1cnc2ccccn2c1=O` (stereo not given) in the list: -12, -7, -24, -8, -12, 5, -6, 1.4, -2
`O=C(c1oc(=O)c2ccccc2c1-c1ccccc1)N1CCC(O)CC1` in the list: 13, -4, -13, 4, -15, 3, -5, -0.3, 9

2 entries from above, set out differently:
item	Structure	CHO-K1 Ca antag	M1 antag	CHO parental Ca	OXTR potentiator	CHRM4 antagonist	M4 ag	CHRM1 agonist	M1 ag parental	M1 PAM
11	CCOC(=O)CSc1nc(N)c(C#N)c(-c2ccc(OC)cc2)c1C#N	-4	-20	8	-20	1	6	-2	1.5	0
12	O=C(NNC(=O)c1oc2ccccc2c1-n1cccc1)c1ccco1	-6	0	-5	-5	2	3	1	0.1	5

Remaining list, next part.
41. Cc1cc(Br)c(NC(=O)CN2CCCC2)c(Br)c1
42. Cc1ccc2c(=O)c(C(=O)NCc3cccs3)c[nH]c2c1
43. COc1cc(/C=C2\SC(=S)N(CC(=O)O)C2=O)ccc1OS(=O)(=O)c1ccc(C)cc1
44. O=C(OCC(=O)N1CCCC1)c1cc(F)c(F)cc1Cl
45. COc1cc(C)c(C(C)C)cc1S(=O)(=O)N1CCN(C)CC1
46. O=C(Nc1cc(F)c(Br)cc1F)c1ccc(Cl)cc1
47. Cc1ccc(NS(=O)(=O)c2coc(C(N)=O)c2)cc1F
48. Cc1ccc(S(=O)(=O)N(CC(=O)NCc2ccco2)C2CCCCC2)cc1
49. O=C(OCC(=O)N1CCN(C(=O)c2ccco2)CC1)c1c(Cl)cccc1Cl
50. CCOc1ccc(Cl)cc1S(=O)(=O)N1CCC(C(=O)N2CCCC2)CC1
51. CN1CCn2cnc(C(=O)Nc3ccc(Cl)cc3)c2C1=O
52. CCOc1ccc(NC(=O)CCNc2c(N3CCCC3)c(=O)c2=O)cc1
53. CC1(C(=O)NCc2ccco2)CCN1C(=O)C1(c2ccccc2)CC1 (stereo not given)
assay / entry	41	42	43	44	45	46	47	48	49	50	51	52	53
CHO-K1 Ca antag	-11	1	-2	-7	3	2	7	-1	-8	-1	-2	-1	-8
M1 antag	-8	-4	-8	-16	2	39*	0	-24	-12	3	-6	-1	-23
CHO parental Ca	.	-2	8	-3	-14	-2	-8	-22	-10	-1	.	-13	.
OXTR potentiator	.	0	-9	-7	1	-8	-10	-11	-7	-8	.	-4	.
CHRM4 antagonist	2	-9	-1	7	7	22	-1	-27	0	-4	-31	1	-15
M4 ag	1	1	0	1	0	14	0	1	2	2	1	0	1
CHRM1 agonist	-9	-2	-1	0	-6	-3	0	-4	-2	-2	3	-3	-2
M1 ag parental	-0.3	0.3	0.4	1.4	0.0	6.7	-0.2	-0.8	0.8	0.4	0.2	0.1	-0.1
M1 PAM	8	12	13	12	3	-18	5	1	4	3	18	4	12

Compound activity from PubChem BioAssay.
